# CFTR F508del cor = CFTR F508del correction in bronchial cells. CFBE cells, YFP halide quenching; stimulated with forskolin plus potentiator P3; % fluorescence drop versus neutral controls. activity (quench increase), % at 7.58 µM. hit rate 0.36% among 350,000. AID 720511;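 active = mean added fluorescence quench of at least 8% versus neutral control, with both replicates also reaching 8%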;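 also: cells transiently co-express mutant CFTR-F508del with the halide-sensitive YFP; corrector assay measuring rescue of mutant channel to the surface after 24 h compound exposure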
# INS-1E GSIS act = primary screen for activators of insulin secretion dependent on glucose, INS-1E cells, GLuc reporter luminescence | activation, % at 16.6 µM | INS-1E GLuc reporter insulin secretion, 2-3 h | hit rate 0.61% among 370,000;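 active = lowest replicate activation of at least 40%, so every replicate reaches that level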;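 also: 0% = median of neutral control wells and 100% = median of IBMX positive control wells; some compounds called inactive have numbers as strong as hits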
# FN deposit inh = fibronectin deposition inhibition | AH1F fibroblasts, Alexa488-fibronectin deposition fluorescence, overnight | inhibition, % at 12.6 µM | hit rate 0.086% among 350,000 | AID 743247;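 active = mean inhibition across replicates of 30% or more, regardless of how many single replicates reach that level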;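 also: positive control wells lacked labelled fibronectin entirely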
#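 Assay system: AH1F fibroblasts / Quantity: 10000 cells per well / Medium: DMEM plus 2% serum, read in PBS / Reagent: labelled fibronectin 24 nM / Dosing: single dose, pinned / Times: 1 h cell attachment, overnight exposure to compound and label / Signal: fluorescence, ex 485 nm, em 525 nm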
# An asterisk follows results filed as active. A portion of the library; the hit share may differ from the screen's.
Structure,FN deposit inh,INS-1E GSIS act,CFTR F508del cor
COc1cc(NC(=O)C(=O)N2CCN(C)CC2)c(OC)cc1Cl,0.8,-4.1,0.4
CC(Sc1ncnc2sccc12)C(=O)Nc1ccc(S(N)(=O)=O)cc1 (centres undefined),-1.1,-3.6,0.4
CCOC(=O)N1CCN(C(=S)Nc2ccc(C)cc2C)CC1,8.1,-7.8,-1.7
O=C(CSc1nc(-c2ccc(Cl)cc2)cs1)Nc1cccc([N+](=O)[O-])c1,-10.2,-5.3,-4.5
Cc1cccc(C)c1NC(=O)C1(C)CN(S(C)(=O)=O)CC(=O)N1Cc1cccs1 (centres undefined),6.6,24.3,0.3
C/C(=C/C(=O)O)C(=O)Nc1cccc(C(F)(F)F)c1,10.3,6.0,2.1
Cc1c(NS(=O)(=O)c2ccc(S(=O)(=O)c3ccccc3)s2)c(=O)n(-c2ccccc2)n1C,1.9,-12.4,4.9
c1cncc(C2OCC3(CO2)COC(c2cccnc2)OC3)c1 (centres undefined),-2.0,7.5,0.0
Cc1cc(C)c(NC(=O)COC(=O)CCc2ccc(S(=O)(=O)N3CCCCC3)cc2)c(C)c1,0.8,4.8,1.4
Cc1c(C)c(C)c(CN2CCCC2)c(C)c1C,-7.7,4.3,-0.3
CCCCN(C(=O)Cc1ccc(S(=O)(=O)N2CCOCC2)s1)c1c(N)n(CCCC)c(=O)[nH]c1=O,-2.8,-5.6,-2.6
COc1ccccc1/C=C/C=N/n1c(C)nnc1C,-0.7,20.1,-2.5
CCOc1cc(C(=O)NC2=NCCS2)cc(OCC)c1OCC,-5.2,15.4,-0.9
CC(=O)C1=NN(c2ccccc2)C(c2ccc3c(c2)OCO3)N1c1ccccc1 (centres undefined),-0.6,-4.0,-1.0
COc1ccccc1Oc1ccc(NC(=O)c2ccccc2)cc1,-4.6,4.5,-0.4
COc1cccc(CCc2nc3ccccc3c(=O)n2N)c1,9.8,-14.9,-2.1
CC1(C)CC(NC(=O)N2c3ccccc3Sc3ccccc32)CC(C)(C)N1,4.5,5.8,-1.3
CCc1nc(NCCO)c(C#N)c2c1CCCC2,7.1,29.9,-4.3
CNc1ccc(SC#N)cc1,-13.6,3.0,-1.3
Nc1c(-c2ccsc2)cnc2ncnn12,3.0,5.6,-2.3
Cc1cc(C)nc(NS(=O)(=O)c2ccc(NC(=S)NC(=O)c3cccnc3)cc2)n1,12.3,-1.8,-4.3
O=C(CNC(=O)C12CC3CC(CC(C3)C1)C2)OCc1cc(=O)n2cc(Br)ccc2n1,-2.0,4.1,1.5
O=C(N/N=C\C=C\c1ccco1)c1cc(-c2ccc3ccccc3c2)n[nH]1,3.8,1.0,-2.8
CC(=O)OC1CSC2c3ccccc3C(=O)N2Cc2sccc21 (centres undefined),5.8,-6.0,1.2
CCc1ccc(C(=O)OCC(=O)NCC(F)(F)F)cc1,-1.3,1.0,-0.5
Clc1cc(Cl)cc(CN2CCSCC2)c1,-8.7,-1.3,2.2
Cc1cccc(C)c1NC(=O)C1c2ccccc2OCC(=O)N1Cc1ccc2c(c1)OCO2 (centres undefined),5.3,22.2,-0.8
CCSC1=NCCN1S(=O)(=O)c1ccc(F)cc1,5.1,3.3,-4.8
CC(C)(C)NC(=O)Nc1cccc(Cl)c1Cl,7.7,-1.2,0.6
O=[N+]([O-])C1=CC=C2C(=NC3(CCCCC3)N2O)C1=NCCc1ccccc1,1.9,9.1,-3.0
COc1ccc(CNC(=O)c2ccc(Br)cc2)cc1,-12.4,-18.0,-4.0
C#CC(C)(C)NC(=S)NC1CC2C=CC1C2 (centres undefined),-1.2,7.9,1.4
CCc1cc2cccc(C)c2nc1SCC(=O)Nc1cc(C)on1,-2.6,5.2,-1.9
C=CCOc1ccc2nnc(C)n2n1,-6.0,-4.3,-0.6
COc1ccc(C2CC(=O)C(c3ccc4ccccc4c3)=CN2Cc2ccccc2)cc1 (centres undefined),-2.6,2.6,-2.0
CCC(=O)N1[C@H](CO)[C@H](c2ccc(C3=CCCCC3)cc2)[C@@H]1CN(C)C(C)=O,-0.9,-3.0,-1.0
O=C(N/N=C/c1ccc([N+](=O)[O-])s1)C(O)c1ccccc1 (centres undefined),-6.1,-3.4,-3.0
CC(C)c1ccc2[nH]c(O)c(N=NC(=O)c3cccc(S(=O)(=O)Nc4ccccc4Cl)c3)c2c1,9.8,-1.5,4.9
CCn1c2c(n(C(C)=O)c1=O)C[C@@H](c1ccccc1)[C@@H](C)[C@@H](C(=O)N1CCCC1)C2,0.3,13.0,0.8
CCCCn1c(-c2ccc(OC)cc2)nc2c(=O)n(C)c(=O)[nH]c21,-3.7,-2.0,2.8
O=C1/C(=C/c2ccccn2)SC(=S)N1c1cccc(O)c1,11.5,-2.9,0.2
CCN1CCN(C(=O)Nc2cc(Cl)ccc2OC)CC1,12.6,-2.4,0.3
Brc1ccc(OCCCCCN2CCOCC2)cc1,-8.3,15.7,-1.7
CCn1c(=O)c(C(=O)NNS(=O)(=O)c2ccc(Br)cc2)c(O)c2ccccc21,-9.2,-0.4,-0.8
O=C(CN1C(=O)S/C(=C/C=C/c2ccccc2)C1=O)Nc1ccc(C(=O)O)cc1,-9.2,-3.1,2.2
CCCC/C(O)=C1\C(=O)CC(C)(C)CC1=Nc1ccc(N)cc1,13.0,-6.9,-0.9
CN(C)S(=O)(=O)c1ccc(-c2csc(-c3cccnc3)n2)cc1,-1.0,3.6,-1.6
O=C(Nc1ccc(N2C(=O)C3C4C=CC(C4)C3C2=O)cc1Cl)c1cccs1 (centres undefined),-8.9,21.1,1.4
O=C(NC1CC2CCCC(C1)N2C(=S)NCCc1ccccc1)C1CC1 (centres undefined),-12.2,-13.8,-2.8
COc1ccc(CC(=O)NNC(=O)c2cccs2)cc1OC,-2.5,1.1,-0.4

# Sorted by heavy-atom count (lowest first): some entries from above
Structure,FN deposit inh,INS-1E GSIS act,CFTR F508del cor
COc1ccccc1Oc1ccc(NC(=O)c2ccccc2)cc1,-4.6,4.5,-0.4
O=C(CNC(=O)C12CC3CC(CC(C3)C1)C2)OCc1cc(=O)n2cc(Br)ccc2n1,-2.0,4.1,1.5
CC(C)c1ccc2[nH]c(O)c(N=NC(=O)c3cccc(S(=O)(=O)Nc4ccccc4Cl)c3)c2c1,9.8,-1.5,4.9

# Other records.
Structure,FN deposit inh,INS-1E GSIS act,CFTR F508del cor
N#CC(Cc1ccccc1OC(F)F)c1nc2ccccc2[nH]1 (centres undefined),4.4,-16.2,0.9
O=C(CNc1cccc([N+](=O)[O-])c1)N1CCN(S(=O)(=O)c2ccc(Cl)cc2)CC1,-0.1,32.3,1.1
COc1ccc2[nH]c3c(NCCCOC(C)C)ncnc3c2c1,-3.8,-12.5,1.4
O=C(O)c1ccc(N=Cc2nc(-c3ccco3)oc2O)cc1,-4.8,10.6,1.2
Cc1cc2occ(CC(=O)N(C)CC(=O)Nc3ccccc3Cl)c2cc1C,-2.8,-6.6,0.0
O=S1(=O)CC(N2CCCCC2)CN1Cc1cn(Cc2ccc(Cl)cc2)nn1 (centres undefined),1.2,15.8,-0.5
C/C(=N\NC(=O)c1ccc(Cl)cc1)c1ccc(N2CCOCC2)cc1,-3.0,1.0,0.5
CN(C)c1ccc(/C=N/NC(=O)C(O)c2ccc(Br)cc2)cc1 (centres undefined),-2.2,-14.8,-0.8
CC(C)N1C(=O)c2ccccc2NC(=O)C1C(=O)NCc1ccccc1 (centres undefined),-3.1,-7.2,-0.6
Cc1ccc(C(=O)O)cc1S(=O)(=O)Nc1ccccc1C(=O)NC1CC1,11.0,13.9,2.7
CC(C)[C@@H]1Cc2[nH]c(=O)[nH]c(=O)c2[C@H](C)O1,-2.7,5.8,0.6
Cc1cc2[nH]c3c(c[n+](C)c4ccccc34)c2cc1C,5.8,-21.9,24.2*
N/C(=N\OC(=O)Cc1ccc(-c2ccccc2)cc1)c1ccncc1,-1.3,2.7,-0.1
Cc1c(C(=O)N2CCOCC2)cc(C(C)(C)C)n1-c1ccccc1,6.9,0.1,-1.2
CC(C)CNC(=S)NC(=O)c1csc([N+](=O)[O-])c1,-2.9,1.5,0.4
C[C@H]1[C@H](c2ccccc2)Oc2cccc(NCCc3ccccc3)c2S(=O)(=O)N1Cc1ccc(F)cc1,5.4,2.7,2.1
CCN(CC)S(=O)(=O)c1ccc(N2CC(C(=O)NCCc3c[nH]c4ccccc34)CC2=O)cc1 (centres undefined),1.5,-34.2,-0.7
COc1ccc(CCN=C(N)NS(=O)(=O)c2cccs2)cc1,9.7,11.3,1.5
CCOC(=O)C1(Cc2ccccc2)CCN(Cc2cn(CC(=O)OC)c3ccccc23)CC1,-5.2,-11.6,2.1
CCOC(=O)c1ccc(NC(=O)CN2CCN(Cc3ccccc3)CC2)cc1,-13.8,2.1,-0.2
CC(=O)N1N=C(c2cccs2)CC1c1cccc([N+](=O)[O-])c1 (centres undefined),-12.0,19.9,-1.2
CC(C)=CCN1CCN(Cc2cccnc2)CC1CCO (centres undefined),6.7,-5.4,1.8
Cc1ccc(/C=C2\CCCC3=C2NC(=S)NC3c2ccc(C)cc2)cc1 (centres undefined),-1.9,10.8,0.7
COc1ccc(Br)cc1C(=O)N/N=C/c1ccc([N+](=O)[O-])cc1,-0.3,18.0,2.3
Cc1cc(N2C(=O)C(O)=C(C(=O)c3cccs3)C2c2ccc(F)cc2)no1 (centres undefined),-2.3,-3.8,-1.2
O=C1C2=C(CCCC2)C(=O)N1c1cccc(OCCBr)c1,-4.5,11.8,-2.3
CCOC(=O)c1c(NC(C)=O)sc2c(OCCN(CC)CC)c(Br)ccc12,-3.2,4.5,-2.1
COc1ccc(/C=C/C(=O)N(c2ccccn2)C2CCCCC2)cc1OC,-0.5,33.0,2.2
C[C@@H]1COc2cc(NCCCN3CCOCC3)ccc2S(=O)(=O)N1,-9.9,-4.3,-1.2
COc1ccccc1-n1c(Cc2cccc3ccccc23)nnc1SCC(=O)O,13.9,7.3,-1.1
CC(=O)Nc1ccc(NS(=O)(=O)c2ccc(Cl)s2)cc1,5.0,-14.9,-0.2
O=C(NC1CCSc2ccccc21)c1cccc(S(=O)(=O)N2CCOCC2)c1 (centres undefined),3.2,-20.6,-0.6
O=C(CCCSc1nc2ccccc2[nH]1)NC(c1ccccc1)c1ccccc1,-4.2,-12.2,-2.2
COC(=O)[C@@]1(Sc2ccc(C)cc2)CC(=O)N(c2ccccc2)[C@@H]1c1ccccc1,6.9,-8.2,-0.2
COc1ccc(OCC(O)CNC(=O)/C=C/c2cccc([N+](=O)[O-])c2)cc1 (centres undefined),-0.4,-14.3,-1.6
Cc1cc(Cl)ccc1OCCn1cncn1,7.5,13.0,0.0
CC1CN(c2ccc([N+](=O)[O-])cn2)CC(C)O1 (centres undefined),-1.9,11.4,2.7
O=C(C1CCCC1)N1CC2(C1)[C@H](c1ccccc1)[C@@H](CO)N2CC1CCCC1,1.1,3.1,0.1
O=C1C=C(Nc2ccccc2)CC(c2ccccc2)C1 (centres undefined),-2.2,-9.3,2.7
COc1ccc(C(=O)NNc2cc(C)nc(NNC(=O)c3ccc(OC)cc3)n2)cc1,1.7,-16.8,1.7
CC(=O)NCC1(c2ccccc2)CCN(CC2COc3ccccc3O2)CC1 (centres undefined),-1.6,1.5,-0.3
CC(C)C1OC(CCc2ccccc2)Cc2[nH][nH]c(=O)c21 (centres undefined),-7.1,8.8,0.2
S=C(NC1CC2CCC1C2)N1CCN(c2cccc(Cl)c2)CC1 (centres undefined),-2.6,-0.1,4.0
NS(=O)(=O)c1ccc(CCNC(=O)CSc2nc3ccccc3c(=O)n2CCC(=O)N2CCCCC2)cc1,-2.9,-8.1,2.0
Fc1cccc(/C=N/N=C/c2cccc(F)c2)c1,-1.7,0.9,1.1
O=C(NC(=O)c1ccc(F)cc1F)Nc1ccc(Cl)cc1,-1.8,7.4,-0.7
CCN(CC)C(=S)NC(=O)c1cccnc1,0.5,10.7,-0.8
COc1ccc(N(C)S(=O)(=O)c2cccc(C(=O)N(C)Cc3ccc(C)o3)c2)cc1,-10.7,-25.3,1.8
COc1ccc(O)cc1CN1CCN(c2ncc(Cc3ccccc3)cn2)CC1,4.7,-1.9,-1.0
COC(=O)c1cc2c(c3c4cc(OC)ccc4n(S(=O)(=O)c4cccc(C)c4)c13)C(=O)N(C)C2,-1.0,12.1,4.8

# More structures:
Structure,FN deposit inh,INS-1E GSIS act,CFTR F508del cor
CCOc1ccccc1N(CC(=O)NCCSc1ccccc1)S(C)(=O)=O,12.2,9.7,4.6
CCN(CC)CCN(C(=O)c1ccc([N+](=O)[O-])cc1)c1nc2ccc(OC)cc2s1,5.8,15.1,0.8
COC(=O)[C@]12C[C@H](CC(=O)NCc3cccc(C(F)(F)F)c3)C(=O)N(Cc3ccc4c(c3)OCO4)C1=C[C@H](C(C)(C)C)O[C@@H]2C,-0.8,-34.0,0.7
CC[n+]1c(/C=C2/C=C(C)CC(C)C2)sc2ccccc21 (centres undefined),-7.6,-2.6,1.2
Cc1cc(CNC(=O)Cn2nc(C)c([N+](=O)[O-])c2C)c2ccccc2n1,2.5,11.6,0.9

# Screening data: PubChem, Broad Institute
